Source: PubChem
Tn6 DDE FP: inhibitors of Tn6 peptide binding to human fibrin DD(E) | AID 720509 | 0.21% of 370,000 active | inhibition, % at 8.3 µM | Fibrin DD(E) TRITC-Tn6 fluorescence polarization displacement | P02675;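 active = inhibition above a per-campaign cutoff: mean of compounds within control limits plus 3 SD, cut at about 15% in these data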;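 also: 0% = median of all compound wells on the plate and 100% = blocking peptide control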
HGIII-sPLA2 inh: Inhibits HGIII-sPLA2 liposome hydrolysis, primary screen | Q9NZ20 | QFRET BODIPY PC-A2 liposome hydrolysis, fluorescence | inhibition, % at 12.2 µM | 0.56% of 370,000 active | AID 743126;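 active = inhibition above mean plus 3 SD of compounds lying within the high and low control bounds, cut at about 19% in these data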;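 also: 0% = median of test compound wells and 100% = no enzyme DMSO wells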
KLK7 zymogen act: activators of human kallikrein-7 zymogen; purified proKLK7, EDANS-DABCYL substrate fluorescence; 100% is mature enzyme control, 0% vehicle; P49862; 0.9% of 370,000 active; AID 652039; activation, % at 7 µM;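 active = activation above the mean of all tested compounds plus 3 SD, computed per campaign excluding outliers beyond control limits, cut at about 13% in these data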
PLC-beta3 inh: inhibitors of human phospholipase C beta3; Purified PLC-beta3, fluorogenic substrate, fluorescence; inhibition, % at 12.2 µM; 0.18% of 370,000 active; AID 720704; in the data active = inhibition above about 11%;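 also: 0% = median of compound wells on plate and 100% = full blocker control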
Rev-erbA mod: Rev-erb alpha (human) modulation. Rev-erbα–FITC-DNA binding, fluorescence polarization, 90 min. P20393. 0.79% of 370,000 active. activity, % at 10 µM. AID 1259318;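 active = activity above about 14%, limit read from the data; passing the limit was not always enough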;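 also: 0% = DMSO wells with 35 nM protein and 100% = DMSO wells with 750 nM protein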
ASAP1 inh: blocks human ASAP1-stimulated Arf1 GTP hydrolysis | Q9ULH1 | GDP FP detection | inhibition, % at 16.5 µM | 0.19% of 360,000 active | AID 624377; in the data active = inhibition above about 25%;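 also: 0% = vehicle with enzyme and substrate and 100% = no enzyme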
UHRF1 binding: blocks human UHRF1 binding to methylated DNA; Q96T88; UHRF1 binding to methylated oligo, TR-FRET; inhibition, % at 4.4 µM; 0.75% of 370,000 active; AID 687016; in the data active = inhibition above about 21%;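 also: UHRF1 SRA domain binding a hemimethylated CpG hairpin DNA probe; 0% = median of test compound wells and 100% = reference inhibitor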
Target sequence (Q96T88 whole entry, looked up, the tested form may be a part): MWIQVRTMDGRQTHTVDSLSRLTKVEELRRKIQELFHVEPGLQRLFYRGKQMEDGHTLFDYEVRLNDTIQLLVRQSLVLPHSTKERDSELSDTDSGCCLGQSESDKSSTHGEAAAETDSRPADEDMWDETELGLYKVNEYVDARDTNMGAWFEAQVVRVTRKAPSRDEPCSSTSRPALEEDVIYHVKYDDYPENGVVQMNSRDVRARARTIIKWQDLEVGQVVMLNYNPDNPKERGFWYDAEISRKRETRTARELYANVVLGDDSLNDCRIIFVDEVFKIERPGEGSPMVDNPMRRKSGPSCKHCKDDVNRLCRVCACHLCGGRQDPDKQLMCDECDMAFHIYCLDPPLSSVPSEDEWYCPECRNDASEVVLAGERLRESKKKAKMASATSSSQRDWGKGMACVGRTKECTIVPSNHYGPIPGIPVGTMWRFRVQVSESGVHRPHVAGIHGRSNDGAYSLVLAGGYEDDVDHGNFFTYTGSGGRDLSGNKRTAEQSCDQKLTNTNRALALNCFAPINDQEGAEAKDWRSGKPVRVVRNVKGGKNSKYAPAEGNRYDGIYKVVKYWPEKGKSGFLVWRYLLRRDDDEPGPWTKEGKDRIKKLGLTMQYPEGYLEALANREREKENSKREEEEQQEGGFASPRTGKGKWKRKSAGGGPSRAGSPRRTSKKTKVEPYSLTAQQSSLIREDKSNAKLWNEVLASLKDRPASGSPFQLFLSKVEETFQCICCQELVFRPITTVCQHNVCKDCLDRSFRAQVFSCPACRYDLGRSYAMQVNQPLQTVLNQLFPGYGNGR
ARFGAP1 inhibitor: rat ARFGAP1 inhibition | inhibition, % at 16.5 µM | 0.26% of 360,000 active | Arfgap1-stimulated ARF1 GTP hydrolysis, GDP FP detection;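 active = inhibition above a per-plate limit, mean inhibition of low control wells plus 3 SD, cut at about 25% in these data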;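 also: 0% = DMSO wells with enzyme and 100% = wells lacking Arfgap1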
Target sequence (Q62848 1-136 limits assumed): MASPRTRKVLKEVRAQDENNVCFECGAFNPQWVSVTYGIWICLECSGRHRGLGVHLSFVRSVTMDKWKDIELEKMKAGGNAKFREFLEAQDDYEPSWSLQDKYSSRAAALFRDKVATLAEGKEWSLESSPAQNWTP
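system = rat Arfgap1 catalytic domain, aa 1-136 | technique = FP, GDP Alexa 633 tracer displaced from anti-GDP antibody, 620/688 nm | compound = one concentration, 16.5 µM, DMSO 1.26% | medium = HEPES-based buffer, pH 7.5 | timing = compound-enzyme preincubation 20 min, reaction 120 min, detection 60 min, 25 °C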
Tn7 DDE FP: inhibitors of Tn7 peptide binding to human fibrin DD(E) | P02675 | FP displacement of FITC-Tn7 peptide from fibrin DD(E); 0% = median of compound wells per plate | inhibition, % at 8.3 µM | 0.13% of 370,000 active;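 active = inhibition above the mean of compounds falling within the control limits plus 3 SD of them, cut at about 14% in these data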;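 also: 0% = plate median of compound wells and 100% = 10 µM Aha-Tn7 peptide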
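Assay system: Fibrin-DD(E) protein isolated from polymerized human fibrin clots; read-out basis: percent inhibition; medium: Tris/NaCl/CaCl2 buffer, pH 7.8; signal: FP measurement; incubation: 10 min plus 3 h, room temperature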
PLCg1 inh: inhibitors of human phospholipase C gamma1. inhibition, % at 12.2 µM. P19174. 0.84% of 370,000 active. purified PLC-gamma1, fluorogenic substrate, fluorescence. AID 720700; in the data active = inhibition above about 9.5%
* hit, by the source's call.

SMILES | Tn6 DDE FP | HGIII-sPLA2 inh | KLK7 zymogen act | PLC-beta3 inh | Rev-erbA mod | ASAP1 inh | UHRF1 binding | ARFGAP1 inhibitor | Tn7 DDE FP | PLCg1 inh
CCOc1cc(NS(=O)(=O)CC)c(OCC)cc1NC(=O)c1ccco1 | 2 | 4 | -0.5 | 0 | 5 | -8 | -5 | 2 | -3 | -5
O=c1c2c(nc3nc(NCc4cccc(Cl)c4)[nH]n13)CCC2 | -2 | 6 | -0.1 | -6 | -1 | 5 | 3 | 7 | 0 | -4
CCCc1nc2c(s1)CCc1onc(-c3ccc(Br)cc3)c1-2 | 0 | -4 | -0.3 | 2 | -4 | -17 | -3 | 4 | 9 | 1
CCc1cccc(C)c1NC(=S)NCC1CCN(c2ccc(OC)cc2)C1 (stereo not given) | 10 | -5 | 0.0 | -8 | 2 | -1 | -1 | -6 | 1 | -4
CCc1cccc(C)c1NC(=S)NCc1ccc2c(c1)cc(C)n2C | 3 | 15 | 0.3 | -14 | -5 | 11 | -3 | 5 | -8 | -9
COc1cc(C(=O)NC(CCSC)C(=O)OCC(=O)NC(=O)C2CCCCC2)cc(OC)c1OC (stereo not given) | 1 | -6 | -0.4 | 0 | 4 | -5 | -1 | -3 | 6 | 1
COC(=O)c1cn(C(=O)/C=C/c2ccc(OC)c(OC)c2)c2ccccc12 | -2 | -1 | -0.5 | -8 | -4 | 5 | 1 | 7 | -2 | -5
CCOC(=O)/C(C#N)=C\c1ccc(CC)s1 | 0 | 8 | 0.4 | -1 | 6 | -6 | 0 | -2 | 2 | 1
Cc1ccc(F)cc1C(=O)N1CCCC(C)(C(=O)NS(=O)(=O)C2CC2)C1 (stereo not given) | 1 | 1 | 0.3 | 0 | 4 | 7 | -1 | 5 | 2 | 0
CCN(C(=O)CN1C(=O)CN(C)C1=O)c1cccc2ccccc12 | -4 | -2 | 0.0 | 1 | -9 | -1 | -1 | 5 | -4 | 2
CC(C)(C)NC(=O)c1ccc2c(c1)N(CC(=O)N1CCCC1)C(=O)C(C)(C)O2 | 1 | 4 | -0.4 | -5 | 2 | 15 | 11 | 3 | -7 | -2
CCS(=O)(=O)N1Cc2ccccc2CC1C(=O)Nc1nc2ccc(F)cc2s1 (stereo not given) | 4 | -8 | 0.2 | -14 | -1 | -8 | 4 | 2 | 9 | -6
COc1ccc(S(=O)(=O)n2cccc2)c(OC)c1 | -2 | -8 | -0.1 | 0 | 2 | 1 | 0 | 0 | 3 | -2
Brc1ccc(CNc2nc3ccccc3n2CCN2CCCCC2)cc1 | 2 | 14 | 0.1 | 3 | 2 | 1 | 1 | 9 | 3 | 4
COc1ccc(Br)cc1/C=N/Nc1ccc(Cl)c(C(=O)O)c1 | -7 | -3 | 0.1 | -17 | 5 | 8 | -1 | 4 | 0 | -6
Cc1cc(C(=O)N/N=C/c2ccc(N(C)C)o2)cs1 | -4 | -7 | 0.4 | -18 | 3 | 3 | -1 | 19 | 2 | -8
COc1ccc(C(N)c2csc(Nc3ccc(C(=O)NCCCO)cn3)n2)cc1 (stereo not given) | -2 | 8 | -0.8 | -63 | -3 | 6 | 1 | 2 | -1 | -48
Cc1cccc(NC(=O)c2ccccc2OCC(=O)c2ccc(F)cc2)c1 | 0 | -5 | 0.2 | 2 | 0 | -4 | -1 | -8 | 1 | 4
CCCCN(C(=O)c1cc(S(=O)(=O)N2CCOCC2)ccc1F)c1c(N)n(CCCC)c(=O)[nH]c1=O | 2 | -1 | -0.4 | -2 | -7 | 0 | 0 | 2 | 0 | -4
N=c1c2c3c(sc2ncn1N)CCCCC3 | 11 | 7 | -0.4 | 7 | -3 | -4 | -2 | 0 | 1 | -11
O=C(NCCCO)C12CC3CC(CC(C3)C1)C2 | 4 | 4 | 0.6 | 4 | -2 | 5 | -1 | -3 | -2 | 6
CC(C(=O)N1CCOCCOCCOCCOCCOCC1)N1C(=O)c2ccccc2C1=O (stereo not given) | -2 | -1 | 0.7 | 1 | -3 | 1 | 0 | 14 | 1 | 0
Cc1ccc([N+](=O)[O-])cc1NC(=S)NC(=O)c1cccnc1 | 0 | 1 | 0.7 | -2 | -4 | -2 | -1 | -5 | 3 | 2
COc1ccc(OC)c(N=c2ssnc2Cl)c1 | 6 | 7 | -0.3 | -5 | 5 | -5 | -3 | 11 | -7 | -4

Some of the entries above in another layout:
| Structure | Tn6 DDE FP | HGIII-sPLA2 inh | KLK7 zymogen act | PLC-beta3 inh | Rev-erbA mod | ASAP1 inh | UHRF1 binding | ARFGAP1 inhibitor | Tn7 DDE FP | PLCg1 inh |
| --- | --- | --- | --- | --- | --- | --- | --- | --- | --- | --- |
| N=c1c2c3c(sc2ncn1N)CCCCC3 | 11 | 7 | -0.4 | 7 | -3 | -4 | -2 | 0 | 1 | -11 |
| O=C(NCCCO)C12CC3CC(CC(C3)C1)C2 | 4 | 4 | 0.6 | 4 | -2 | 5 | -1 | -3 | -2 | 6 |
| CC(C(=O)N1CCOCCOCCOCCOCCOCC1)N1C(=O)c2ccccc2C1=O (stereo not given) | -2 | -1 | 0.7 | 1 | -3 | 1 | 0 | 14 | 1 | 0 |

(list continues)
SMILES | Tn6 DDE FP | HGIII-sPLA2 inh | KLK7 zymogen act | PLC-beta3 inh | Rev-erbA mod | ASAP1 inh | UHRF1 binding | ARFGAP1 inhibitor | Tn7 DDE FP | PLCg1 inh
NC(=O)/C(=N\OC(=O)c1ccco1)c1nc(-c2ccc(Br)cc2)cs1 | -1 | -34 | 0.7 | -7 | 2 | 7 | -2 | -15 | 5 | -2
Cc1cc(C)c(S(=O)(=O)Nc2ccc(O)c(Sc3ncn[nH]3)c2)cc1C | -2 | -104 | 0.3 | -1 | 1 | 10 | 2 | 5 | -6 | 0
Cc1ccc(C2NC(c3ccc(C)cc3)C([N+](=O)[O-])C(C)(C)C2[N+](=O)[O-])cc1 (stereo not given) | 1 | -3 | -0.6 | 4 | -2 | -1 | 9 | -9 | -6 | 2
CC(C)Oc1ccc(C(=O)NC2CCS(=O)(=O)C2)cc1 (stereo not given) | -5 | 9 | -0.5 | 0 | 0 | -4 | 4 | -1 | -4 | -2
CC(=O)N/C(=C/c1ccc2c(c1)OCO2)C(=O)NCCCO | -3 | -6 | -0.1 | -3 | -2 | 11 | -5 | 6 | -6 | -2
Nc1nc(CN2CCN(C(=O)c3ccco3)CC2)nc(Nc2cccc(Cl)c2)n1 | 10 | -1 | -0.2 | -6 | -4 | -2 | 1 | 7 | -1 | -2
CCN(Cc1nc2ccccc2c(=O)[nH]1)C(=O)C1CC(=O)N(c2cccc3ccccc23)C1 (stereo not given) | 8 | 4 | -0.8 | -14 | -7 | 3 | 3 | 3 | 0 | -8
Cc1ccsc1C(=O)OCC(=O)NCCCc1ccccc1 | -2 | -2 | 0.4 | -8 | -5 | 4 | -3 | 22 | -3 | -2
N#CCSc1nnc(-c2ccc(S(=O)(=O)N3CCOCC3)cc2)n1CC1CCCO1 (stereo not given) | 2 | 0 | -0.1 | 3 | 1 | 5 | 0 | -5 | 4 | -1
Cc1ccc(CSCCNC(=O)CN(c2ccc(F)cc2)S(C)(=O)=O)cc1 | 5 | -4 | 0.0 | -4 | -4 | -6 | -2 | 4 | 5 | 0
CCCNC(=O)[C@@H]1CCCN1C(=O)C1CCN(S(=O)(=O)c2ccc(C)cc2)CC1 | -6 | 4 | -0.1 | -4 | -3 | 7 | 1 | -13 | 6 | 1
Cc1c(C(=O)N(C)CCC#N)oc2ccc(S(=O)(=O)N3CC(C)CC(C)C3)cc12 (stereo not given) | 1 | -4 | -0.1 | -9 | 4 | 11 | 7 | 11 | -2 | -1

Reprinted at random: 3 records from the list
SMILES | Tn6 DDE FP | HGIII-sPLA2 inh | KLK7 zymogen act | PLC-beta3 inh | Rev-erbA mod | ASAP1 inh | UHRF1 binding | ARFGAP1 inhibitor | Tn7 DDE FP | PLCg1 inh
Nc1nc(CN2CCN(C(=O)c3ccco3)CC2)nc(Nc2cccc(Cl)c2)n1 | 10 | -1 | -0.2 | -6 | -4 | -2 | 1 | 7 | -1 | -2
NC(=O)/C(=N\OC(=O)c1ccco1)c1nc(-c2ccc(Br)cc2)cs1 | -1 | -34 | 0.7 | -7 | 2 | 7 | -2 | -15 | 5 | -2
Cc1cc(C)c(S(=O)(=O)Nc2ccc(O)c(Sc3ncn[nH]3)c2)cc1C | -2 | -104 | 0.3 | -1 | 1 | 10 | 2 | 5 | -6 | 0

(more compounds)
SMILES | Tn6 DDE FP | HGIII-sPLA2 inh | KLK7 zymogen act | PLC-beta3 inh | Rev-erbA mod | ASAP1 inh | UHRF1 binding | ARFGAP1 inhibitor | Tn7 DDE FP | PLCg1 inh
CCC(C)NC(=O)c1ccccc1NC(=O)COc1ccc(OC)cc1 (stereo not given) | -4 | 9 | -0.2 | 6 | 0 | -1 | 2 | 1 | 0 | 11*
Cc1cc(C(=O)CSc2nc(N)cc(=O)[nH]2)c(C)n1Cc1ccco1 | 10 | -6 | 0.2 | -5 | -29 | -9 | -2 | 0 | 4 | -1
Cc1ccc(OCc2nc(-c3ccccc3)no2)cc1 | -3 | -2 | 0.1 | 2 | 2 | 6 | -1 | 1 | 0 | 3
COc1ccc(C(=O)O)cc1S(=O)(=O)Nc1ccc(C)cc1 | 12 | 5 | 0.2 | 0 | 4 | -4 | 0 | 18 | 4 | -1
Cc1[nH]c2ccccc2c1C(O)CN1CCN(c2cccc(C(F)(F)F)c2)CC1 (stereo not given) | 5 | 6 | 2.3 | -17 | 5 | 7 | 2 | 1 | 1 | -16
O=C(CC1Nc2ccccc2NC1=O)NCc1cccnc1 (stereo not given) | -3 | -7 | 1.0 | -54 | 7 | -15 | -3 | -5 | -3 | -43
CC(C)(C)n1nnnc1C(c1cccc(C(F)(F)F)c1)N1CCC(O)CC1 (stereo not given) | 3 | -3 | 0.2 | 2 | 1 | -8 | 1 | -8 | 0 | 0
Cc1cc(NC(=O)CCC(=O)N(CCC(C)C)C(C(=O)NC2CCCC2)c2ccccc2C)no1 (stereo not given) | -6 | -3 | -0.5 | 3 | -3 | -10 | 0 | -6 | 7 | -39
COc1ccccc1NC(=O)c1nc[nH]c1C(=O)Nc1ccccc1OC | 8 | -1 | 0.0 | -1 | 4 | -16 | -1 | 16 | 5 | -2
CSc1ncc(Cl)c(C(=O)Nc2nnc(SC/C=C/c3ccccc3)s2)n1 | -4 | -37 | 0.5 | -7 | 4 | 1 | -1 | -4 | 0 | -1

Profiles from above.
Profile of CCS(=O)(=O)N1Cc2ccccc2CC1C(=O)Nc1nc2ccc(F)cc2s1 (stereo not given) = Tn6 DDE FP = 4; HGIII-sPLA2 inh = -8; KLK7 zymogen act = 0.2; PLC-beta3 inh = -14; Rev-erbA mod = -1; ASAP1 inh = -8; UHRF1 binding = 4; ARFGAP1 inhibitor = 2; Tn7 DDE FP = 9; PLCg1 inh = -6
Profile of COC(=O)c1cn(C(=O)/C=C/c2ccc(OC)c(OC)c2)c2ccccc12 = Tn6 DDE FP = -2; HGIII-sPLA2 inh = -1; KLK7 zymogen act = -0.5; PLC-beta3 inh = -8; Rev-erbA mod = -4; ASAP1 inh = 5; UHRF1 binding = 1; ARFGAP1 inhibitor = 7; Tn7 DDE FP = -2; PLCg1 inh = -5
